Assay outcomes deposited in PubChem by several laboratories.
PKA-R1A act – activators of PKA-R1A complex; P00514+P68181; PKA-R1A dissociation, Cy5-IP20 fluorescence polarization; scaled: DMSO 0%, 113 µM cGMP 100%; activation, % at 11.4 µM; hit rate 0.083% among 340,000;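 active means percent activation above the mean of all tested compounds plus 3 SD, cut at about 19% in these data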;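 further: higher means more PKAc released from R1A so a rise in polarization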
Arrestin-AP2 inh – inhibitors of human beta-arrestin and AP2 interaction; hit rate 0.31% among 340,000; FITC-arrestin peptide / GST-AP2 beads, flow cytometry; AP2 beta2 appendage carries R879A mutation; inhibition, % at 10 µM;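 active means inhibition above a set limit, near 3 SD of compounds lacking own fluorescence, cut at about 54% in these data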;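 further: plate controls were DMSO wells for no effect and 5 µM unlabelled arrestin peptide for full effect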
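System: GST-AP2 R879A glutathione beads; medium: PBS, Tween 20 0.05%, BSA 0.1%; reagent: fluorescein-tagged arrestin peptide at 50 nM final; schedule: pre-incubation 12 min, peptide binding 1 h, room temperature; detection: flow cytometry, FL1 (488/535 nm); read-out: inhibition as reduced fluorescein signal on beads, percent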
HTR5A inv ctr – counter-screen for OPRM1-OPRD1 inverse agonists: human HTR5A inverse agonism. P47898. hit rate 0.083% among 340,000. HTR5A cell line, luminescence. inhibition, % at 9.3 µM; in the data active means inhibition mostly above about 23%, no sharp cut-off; inactive means mostly below about 18%;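 further: 0% = cells with DMSO and 100% = no-cell wells with DMSO; some compounds called inactive have numbers as strong as hits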
DAGLB inhibitor – diacylglycerol lipase beta (human) inhibition. HEK293T DAGLB membrane lysate, EnzChek fluorogenic substrate. inhibition, % at 5.17 µM. hit rate 0.059% among 340,000. AID 504411; in the data active means inhibition above about 34%;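 further: 0% = enzyme with vehicle and 100% = wells lacking enzyme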
V-ATPase pHluor – regulators of yeast V-ATPase proton transport. response, % at 10 µM. AID 504577. hit rate 0.37% among 350,000. S. cerevisiae, pHLuorin cytosolic pH fluorescence; in the data active means response mostly above about 7.3%, no sharp cut-off; inactive means mostly below about 5.4%; further: actives read high; inactives centre near 0; some compounds called inactive have numbers as strong as hits; reference of the scale not given here
MOR-DOR ag – OPRM1-OPRD1 heterodimerization agonism. hit rate 0.3% among 340,000. AID 504326. activation, % at 9.3 µM. cells, luminescence. P35372+P41143; in the data active means activation above about 18%;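 further: 0% = vehicle-treated cells and 100% = reference agonist; values of inactives mirror those of a sister screen read the other way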
Target sequence (P35372 whole entry, looked up): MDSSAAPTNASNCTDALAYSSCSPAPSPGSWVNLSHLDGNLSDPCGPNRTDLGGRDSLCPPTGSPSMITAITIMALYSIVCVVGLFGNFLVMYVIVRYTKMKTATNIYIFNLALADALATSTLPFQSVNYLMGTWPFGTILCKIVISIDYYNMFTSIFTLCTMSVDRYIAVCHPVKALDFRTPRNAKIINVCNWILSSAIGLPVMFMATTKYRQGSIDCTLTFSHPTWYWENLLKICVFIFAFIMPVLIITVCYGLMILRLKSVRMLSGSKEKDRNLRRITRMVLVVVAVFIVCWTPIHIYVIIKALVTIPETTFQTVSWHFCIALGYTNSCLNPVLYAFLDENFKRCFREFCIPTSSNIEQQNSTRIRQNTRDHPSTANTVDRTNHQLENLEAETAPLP
Target sequence (P41143 whole entry, looked up): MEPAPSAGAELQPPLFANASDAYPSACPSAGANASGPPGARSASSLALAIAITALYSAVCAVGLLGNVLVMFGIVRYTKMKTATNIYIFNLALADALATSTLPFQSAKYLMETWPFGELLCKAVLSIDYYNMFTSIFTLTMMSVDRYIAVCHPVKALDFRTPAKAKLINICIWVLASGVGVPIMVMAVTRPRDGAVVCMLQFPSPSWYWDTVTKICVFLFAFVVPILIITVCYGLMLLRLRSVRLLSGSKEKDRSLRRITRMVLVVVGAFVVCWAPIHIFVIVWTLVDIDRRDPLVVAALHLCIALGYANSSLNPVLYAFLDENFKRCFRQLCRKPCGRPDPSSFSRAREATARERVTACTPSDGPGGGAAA
DSG3 Ab inh – blocks pemphigus antibody binding to human desmoglein-3 | P32926 | DSG3-coupled beads, scFv-anti-DSG3-GFP binding, flow cytometry; stronger effect = lower value | binding (percent of control), % at 10 µM | hit rate 0.48% among 310,000;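 active means binding more than 3 SD below its plate's average and above zero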; further: some compounds called inactive have numbers as strong as hits
OPRM1-OPRD1 inv – mu-delta opioid heterodimer inverse agonism | cell-based MOR-DOR heterodimer luminescence | inhibition, % at 9.3 µM | hit rate 0.21% among 340,000 | AID 504357; in the data active means inhibition above about 22%, passing the limit was not always enough;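 further: 0% = cells with DMSO and 100% = wells without cells with DMSO; values of inactives mirror those of a sister screen read the other way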
PKA-R2B activ – PKA-R2B complex activation; P22694+P31323; PKA-R2B holoenzyme dissociation, Cy5-IP20 fluorescence polarization; R2B truncated from residue 108, S112A mutant; 0% DMSO only, 100% 113 µM cGMP; activation, % at 11.4 µM; hit rate 0.079% among 340,000;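 active means activation above a cutoff set at the mean over all compounds plus 3 SD, cut at about 18% in these data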;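 further: higher means more holoenzyme dissociation and a rise in polarization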
HTR5A ag ctr – HTR5A agonism, opioid heterodimer counter-screen. P47898. HTR5A agonist assay, luminescence, cell-based. activation, % at 9.3 µM. hit rate 0.61% among 340,000. AID 504692; in the data active means activation mostly above about 9.5%, no sharp cut-off; inactive means mostly below about 7.6%;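 further: 0% = cells with vehicle only and 100% = reference agonist; strong numbers were not always called active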
* hit, by the source's call; nt = not tested or not shown.

SMILES	PKA-R1A act	Arrestin-AP2 inh	HTR5A inv ctr	DAGLB inhibitor	V-ATPase pHluor	MOR-DOR ag	DSG3 Ab inh	OPRM1-OPRD1 inv	PKA-R2B activ	HTR5A ag ctr
CCOc1ccccc1N1CCN(C(=O)C2CSC3(C)CCC(=O)N23)CC1 (configuration not stated)	3	23	-22	-2	0	-3.8	107	15	17	8
O=C(COC(=O)CNC(=O)c1cccs1)Nc1ccc(C(F)(F)F)cc1[N+](=O)[O-]	-2	5	-1	-3	0	4.6	99	-29	-10	0
CC(C)(C)C(=O)Oc1cc(N)n(S(=O)(=O)c2ccc(F)cc2)n1	7	24	10	0	0	-1.4	96	8	-10	1
COc1ccc(C2=NO[C@H]3C[C@](C(=O)NC(C)C)(S(=O)(=O)c4ccccc4)C[C@@H]23)cc1	0	-4	-15	0	1	-2.5	99	14	8	8
CCNc1nc(NCC)n2c(SCC(=O)Nc3cc(Cl)ccc3OC)nnc2n1	4	20	15	4	0	-1.8	100	9	-3	-1
CCOC(=O)c1cc2c(ccn2C)n1CC(=O)N1CCN(c2cccc(C(F)(F)F)c2)CC1	-6	5	-31	-5	6	2.8	97	-15	-14	4
Cc1ccccc1C1c2[nH]c3ccccc3c2C[C@H]2C(=O)N(c3ccccc3C(=O)NCCCN3CCOCC3)C(=O)N12 (some centres not stated)	8	6	-39	-1	0	-1.4	97	7	-5	2
CC(C)CC(C(=O)NC1CCCC1)N(Cc1cccs1)C(=O)c1snc(C(N)=O)c1N (configuration not stated)	-5	-8	-26	2	8	0.4	nt	-2	6	4
Cc1ccc2cc(/C=N/Nc3nc4ccccc4[nH]3)c(Cl)nc2c1	-13	18	-2	2	-1	-0.3	103	2	-6	-1
O=C(CSc1nnc(-c2cccnc2)n1Cc1ccco1)c1ccc(Br)cc1	6	28	-1	0	3	-0.7	102	3	-1	0
Cc1ccc(C(=O)Nc2ccc(O)cc2C(=O)O)cc1C	0	-8	-48	3	-5	6.1	125	-33	-8	2
CC(=O)Nc1nc(-c2ccc3c(c2)CC(C)N3C(=O)C2CC2)c(C)s1 (configuration not stated)	6	5	-2	3	1	0.5	92	-3	4	1
CC(/C=C/c1ccc(N(C)C)cc1)=N\N=C(/N)SC1CC(=O)N(c2ccc(C(=O)O)cc2)C1=O (configuration not stated)	0	-5	4	1	-3	-3.9	119	21	-13	0
COc1cccc(OCC(O)CN2CCN(C)CC2)c1 (configuration not stated)	-15	-19	-11	-3	-2	-4.5	97	20	-5	3
O=C(c1ccc(N2CCCC2=O)cc1)N1CCCCCC1	7	0	-4	1	1	-0.5	110	2	1	1
COc1ccc(C(CNC(=O)C(=O)Nc2ccc3c(c2)OCO3)N2CCN(C)CC2)cc1 (configuration not stated)	-3	0	5	2	12	-4.2	102	20	-8	3
COc1cccc(N2CCN(C(=O)c3cc4ccc(OC)cc4[nH]3)CC2)c1	-3	0	4	5	3	4.6	95	-23	-8	-1
CCOC(=O)N1CCN(C(=O)CNC(=O)c2nn(-c3ccc(OC)c(Cl)c3)c(=O)c3ccccc23)CC1	4	-7	-5	0	-1	0.8	nt	-6	1	2
CC(NCc1ccc2c(c1)OCO2)c1ccccc1 (configuration not stated)	-4	2	5	-3	1	-1.4	105	7	2	-1
COC(=O)Nc1nnc(-c2ccc(OC)cc2)s1	1	31	-11	0	-2	-2.1	nt	11	-1	4

Molecules from the list above containing fluorine, in the order listed:
SMILES	PKA-R1A act	Arrestin-AP2 inh	HTR5A inv ctr	DAGLB inhibitor	V-ATPase pHluor	MOR-DOR ag	DSG3 Ab inh	OPRM1-OPRD1 inv	PKA-R2B activ	HTR5A ag ctr
O=C(COC(=O)CNC(=O)c1cccs1)Nc1ccc(C(F)(F)F)cc1[N+](=O)[O-]	-2	5	-1	-3	0	4.6	99	-29	-10	0
CC(C)(C)C(=O)Oc1cc(N)n(S(=O)(=O)c2ccc(F)cc2)n1	7	24	10	0	0	-1.4	96	8	-10	1
CCOC(=O)c1cc2c(ccn2C)n1CC(=O)N1CCN(c2cccc(C(F)(F)F)c2)CC1	-6	5	-31	-5	6	2.8	97	-15	-14	4

Going on with the list:
SMILES	PKA-R1A act	Arrestin-AP2 inh	HTR5A inv ctr	DAGLB inhibitor	V-ATPase pHluor	MOR-DOR ag	DSG3 Ab inh	OPRM1-OPRD1 inv	PKA-R2B activ	HTR5A ag ctr
CCOc1ccc(-c2noc(CCC(=O)O)n2)cc1	6	17	-12	2	4	-2.8	109	14	9	4
CCC(=O)N(C)CCc1cc2c(c(OC)c1/C=N/NC(=O)c1ccncc1)OCO2	10	0	-40	-1	4	-1.1	106	5	0	2
Cc1ccc(N2CC(C(=O)Nc3cccc(C(=O)NC4CC4)c3)CC2=O)cc1 (configuration not stated)	7	-8	-1	0	3	1.1	101	-4	6	1
CC(=O)Nc1ccc(NC(=O)CCNS(=O)(=O)c2cccc3nsnc23)cc1	-6	11	1	-1	1	-2.8	103	14	-2	0
Cc1ccc(-c2nn(-c3ccccn3)c(=O)c3ccccc23)cc1	1	15	-22	-2	0	-1.3	110	6	-5	-9
CCc1ccc(C(=O)COC(=O)c2n[nH]c3ccccc23)cc1	-2	4	-2	-5	-3	4.4	79	-20	1	-1
Nc1nc(Cl)nc2c1ncn2C1CC(O)C(CO)O1 (configuration not stated)	-8	-3	-4	0	-1	-0.6	92	3	5	1
COc1ccc(CCNc2nc(C)nc3c2oc2ccccc23)cc1OC	1	27	-11	-1	1	-0.5	105	3	-5	-1
CN(C)Cc1ccccc1C(O)(c1ccccc1)c1ccccc1	7	41	-4	0	0	5.3	113	-26	0	1
Cc1ccc(N(CC(=O)NC2CCCC2)C(=O)c2c(C)noc2C)cc1C	0	-4	-24	3	3	-1.8	108	10	0	0

Quoted from the listing:
OPRM1-OPRD1 inv with Cc1ccc(N(CC(=O)NC2CCCC2)C(=O)c2c(C)noc2C)cc1C = 10
HTR5A ag ctr with Cc1ccccc1C1c2[nH]c3ccccc3c2C[C@H]2C(=O)N(c3ccccc3C(=O)NCCCN3CCOCC3)C(=O)N12 (some centres not stated) = 2

Additional records follow.
SMILES	PKA-R1A act	Arrestin-AP2 inh	HTR5A inv ctr	DAGLB inhibitor	V-ATPase pHluor	MOR-DOR ag	DSG3 Ab inh	OPRM1-OPRD1 inv	PKA-R2B activ	HTR5A ag ctr
CC1CN(S(=O)(=O)c2ccc(C(=O)N(CCCN(C)C)c3nc4cc5c(cc4s3)OCCO5)cc2)CC(C)O1 (configuration not stated)	-17	7	5	2	-1	0.3	95	-2	1	-2
COc1ccccc1N(CC(=O)N1CCCCCC1)S(C)(=O)=O	1	1	-3	4	0	-0.8	99	5	1	1
CCOC(=O)c1sc2cccc(Cl)c2c1N	8	-4	-17	-8	1	3.1	nt	-18	-3	-1
Cc1ccc(-c2ccc(C(=O)NCCCNC(=O)c3cnccn3)o2)cc1Cl	6	-12	12	0	0	0.5	nt	-4	13	-4
Cc1ccc(C(=O)N[C@H](C(=O)N2CCN(c3ncccn3)CC2)C(C)C)cc1	-5	nt	nt	-5	0	nt	97	nt	-3	nt
COc1cccc(N2CCN(C(=O)CN(c3cc(C)cc(C)c3)S(=O)(=O)c3c(C)noc3C)CC2)c1	-9	-4	5	-5	3	-1.9	110	10	-9	2
CCCCOc1ccc(-c2nc(-c3cccnc3)no2)cc1	-10	-12	-10	-6	-4	1.1	nt	-4	0	1
CN(CCc1ccccc1)C(=O)c1ccc(NC(=O)Cc2cccc(NC(=O)C3CCN(C(=O)C4CCCC4)CC3)c2)cc1	-1	27	-26	-4	1	-1.7	96	8	7	7
Cn1ccnc1C1CCCCN1C(=O)c1cc(COc2ccc(F)cc2F)on1 (configuration not stated)	-16	33	2	-2	-5	-3.0	105	15	-4	-4
CC(=NNC(=S)N1CCN(c2ccccn2)CC1)c1nccs1	0	-12	11	14	-1	-7.5	90	33	-2	-3

One compound at a time, from the list above. Order of values: PKA-R1A act, Arrestin-AP2 inh, HTR5A inv ctr, DAGLB inhibitor, V-ATPase pHluor, MOR-DOR ag, DSG3 Ab inh, OPRM1-OPRD1 inv, PKA-R2B activ, HTR5A ag ctr
CC1CN(S(=O)(=O)c2ccc(C(=O)N(CCCN(C)C)c3nc4cc5c(cc4s3)OCCO5)cc2)CC(C)O1 (configuration not stated) across the screens: -17, 7, 5, 2, -1, 0.3, 95, -2, 1, -2
Cc1ccc(N(CC(=O)NC2CCCC2)C(=O)c2c(C)noc2C)cc1C across the screens: 0, -4, -24, 3, 3, -1.8, 108, 10, 0, 0
COc1cccc(OCC(O)CN2CCN(C)CC2)c1 (configuration not stated) across the screens: -15, -19, -11, -3, -2, -4.5, 97, 20, -5, 3
CCOC(=O)c1sc2cccc(Cl)c2c1N across the screens: 8, -4, -17, -8, 1, 3.1, nt, -18, -3, -1
O=C(COC(=O)CNC(=O)c1cccs1)Nc1ccc(C(F)(F)F)cc1[N+](=O)[O-] across the screens: -2, 5, -1, -3, 0, 4.6, 99, -29, -10, 0

Additional compounds follow.
SMILES	PKA-R1A act	Arrestin-AP2 inh	HTR5A inv ctr	DAGLB inhibitor	V-ATPase pHluor	MOR-DOR ag	DSG3 Ab inh	OPRM1-OPRD1 inv	PKA-R2B activ	HTR5A ag ctr
OCCCNc1cc(-c2ccnc(Nc3cccc(Cl)c3)n2)ccn1	8	21	22	1	-2	0.7	101	-4	-10	-8
Cc1nn(Cc2nc(-c3cccs3)no2)c(C)c1Br	4	-2	-3	-5	-1	-0.6	104	3	-2	1
NC(=O)C1(N2CCCCC2)CCN(C(=O)c2ccccc2)CC1	-14	-3	-1	1	-1	-2.2	110	12	-13	3
COc1ccccc1C(=O)Nc1ccc(S(=O)(=O)Nc2cnc3ccccc3n2)cc1	-3	2	0	2	1	-3.0	108	16	3	2
COc1cccc(-c2nnc(NC(=O)c3ccc(S(=O)(=O)N4CC(C)OC(C)C4)cc3)o2)c1 (configuration not stated)	10	30	-19	2	1	0.0	92	0	9	1
COc1ccc(/C=C/C(=O)Oc2cccc(/C=N/NC(=O)c3cccc(F)c3)c2)cc1	-3	2	-20	-8	-6	1.1	107	-6	-8	-3
CCc1cc(=O)oc2cc3occ(-c4ccc(OC)c(F)c4)c3cc12	-9	-12	-16	-17	-4	0.6	96	-4	4	3
O=S(=O)(NCc1cn2ccccc2n1)c1cc(F)ccc1F	-4	8	-36	3	-4	0.4	102	-2	1	13
COc1ccc(N(C)S(=O)(=O)c2cccc(C(=O)Nc3nnc(C4CC4)s3)c2)cc1	2	1	-14	1	-1	-0.6	nt	3	8	-2
NC(=O)CC(NC(=O)Cc1cccc2ccccc12)c1ccc(NCc2ccccn2)c([N+](=O)[O-])c1 (configuration not stated)	-9	1	24	5	-4	0.6	104	-3	-3	3
O=C1OC(C(=O)Nc2ccccc2)Cc2ccccc21 (configuration not stated)	-10	4	12	-2	-1	-1.1	103	5	3	-5
